HT1080NT lethal: kills 2HG-producing HT-1080-NT fibrosarcoma cells. 360,000 tested, 1.6% active. AID 686970. Potency, µM (highest dose often 46.1 µM), for the others: at the top dose activity, negative = less viability, actives largely listed as cytotoxic. HT-1080-NT fibrosarcoma viability, CellTiter-Glo ATP luminescence, 48 h;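 also: NT is the 2HG producing partner of a matched IDH1 knockdown line; potency is read from the fitted curve at half-maximal effect; 0% = DMSO-treated cells and -100% = media-only wells without cells; nearly all actives have a fitted effect of over 55% in size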
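Fibrosarcoma NT cells, 750 per well in 5% FBS RPMI, were exposed to compound for 48 hours. Viability: CellTiter-Glo luminescence.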
SW480 rereplic: inducers of DNA re-replication in SW480 colon cancer cells; SW480 DNA re-replication, Hoechst DNA content imaging, 48 h; Potency, µM (series often up to 46.1 µM), without a hit: top-dose re-replication activation, hits mostly activators; 340,000 tested, 1.8% active; also: potency is read from the fitted curve at half-maximal effect; % of control where 0% means no effect; nearly all actives have a fitted effect of over 55% in size
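Readout is total intensity of Hoechst-stained nuclei, excited at 405 nm and collected at 500-530 nm. Compound treatment lasted 48 hr at 37 C in 5% CO2 before staining.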
HEK293 tox: cytotoxicity in counter-screen for GLP-1R inverse agonists; Potency, µM (titrated, usually from 38.3 µM), inactives show top-dose activity change, negative = inhibition, actives largely listed as inhibitors; HEK293 cAMP-luciferase reporter cells, luminescence, 24 h; 410,000 tested, 0.13% active;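 also: loss of luciferase light is scored as toxicity; potency is read from the fitted curve at half-maximal effect; % is scaled to controls: 0 for no effect and ±100 for the full control effect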
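Quantitative HTS format, 1536 wells, 200 cells/uL seeded. Compounds: 23 nL, 24 h, 37 °C. Detection: luciferase reagent, luminescence at 12 min RT; decreased signal taken as cytotoxic.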
D3 ag: agonists of human D3 dopamine receptor | 410,000 tested, 0.58% active | P35462 | max activation, % | D3R DiscoveRx beta-arrestin cells, luminescence, 90 min; in the data active = max activation above about 30%; also: 0% is about no effect; mostly tested at two doses, the higher about 12 µM
Target sequence (P35462 whole entry, looked up): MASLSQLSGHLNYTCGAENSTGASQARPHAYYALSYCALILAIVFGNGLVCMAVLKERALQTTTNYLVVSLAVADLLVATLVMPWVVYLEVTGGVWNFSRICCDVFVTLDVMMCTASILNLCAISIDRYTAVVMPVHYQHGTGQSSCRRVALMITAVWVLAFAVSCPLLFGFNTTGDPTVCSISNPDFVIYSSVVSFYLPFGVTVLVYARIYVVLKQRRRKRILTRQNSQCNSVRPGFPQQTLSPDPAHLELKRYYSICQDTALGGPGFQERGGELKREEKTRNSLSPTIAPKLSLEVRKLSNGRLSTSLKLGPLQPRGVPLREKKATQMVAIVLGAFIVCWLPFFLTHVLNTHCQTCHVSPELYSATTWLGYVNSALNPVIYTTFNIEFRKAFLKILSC
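Agonist mode: compounds and dopamine controls were applied to plated cells for 90 min at 37 degrees C after an overnight attachment at 1500 cells/well. Luminescent read-out followed 30 - 60 minutes at room temperature with DiscoveRx detection reagent.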
HT1080 IDH1KD tx: toxicity to HT-1080 IDH1 knockdown cells (counter line); Potency, µM (series often up to 46.1 µM), for the others: at the top dose activity, negative = toxicity, most hits filed as cytotoxic; 360,000 tested, 2% active; HT-1080 IDH1 knockdown viability, ATP luminescence, 48 h;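 also: potency is read from the fitted curve at half-maximal effect; 0% = DMSO wells and -100% = cell-free medium wells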
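HT-1080-IDH1KD cells (IDH1 knocked down), 750/well in RPMI with 5% FBS, treated with compound 48 h at 37 degrees C. Viability by CellTiter-Glo luminescence, normalised to DMSO and no-cell wells; concentration-response curves classed.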
KB-3-1 tox: kills parental KB-3-1 adenocarcinoma cells. KB-3-1 viability, CellTiter-Glo ATP luminescence, 72 h. Potency, µM (top dose mostly 46.1 µM), for the others: at the highest dose activity change, negative = cytotoxic, hits mostly cytotoxic. 400,000 tested, 1.4% active; also: potency is read from the fitted curve at half-maximal effect; % is scaled to controls: 0 for no effect and ±100 for the full control effect; nearly all actives have a fitted effect of over 60% in size
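Parental KB-3-1 adenocarcinoma cells in phenol-red-free DMEM with 10% FBS were pin-treated with compounds at several concentrations, incubated 72 h at 37 °C, and viability read by CellTiter-Glo luminescence; concentration-effect curves were fitted after normalization.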
MCF10A rerep: DNA re-replication induction in MCF 10a cells; AID 624296; MCF 10A DNA re-replication, Hoechst nuclear intensity, 48 h; 350,000 tested, 2.9% active; Potency, µM (titrated, usually from 46.1 µM), for inactives: top-dose activity, positive = re-replication, most hits filed as activators; also: potency is read from the fitted curve at half-maximal effect; % of control where 0% means no effect; nearly all actives have a fitted effect of over 50% in size
KB-V1 MDR tox: KB-V1 MDR subline cytotoxicity; AID 1347076; Potency, µM (series often up to 46.1 µM), for the others: at the top dose activity change, negative = cytotoxicity, most hits filed as cytotoxic; 400,000 tested, 3.4% active; KB-V1 MDR cells viability, CellTiter-Glo, 72 h; also: potency is read from the fitted curve at half-maximal effect; % is scaled to controls: 0 for no effect and ±100 for the full control effect; nearly all actives have a fitted effect of over 60% in size
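KB-V1, DMEM (no phenol red) + 10% FBS; cpd pin-transferred, titration series; 72 h, 37 degrees C; CellTiter-Glo, luminescence. Data normalized, curve-fit.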
IL-1B inflam inh: blocks inflammasome-driven IL-1 beta release; activity change, % at 57.5 µM; THP-1 LPS/ATP IL-1B secretion, AlphaLISA, 16 h; hits give low values; 360,000 tested, 4.7% active; in the data active = activity change below about -50%; inconclusive = mostly about -30% to -49%; also: % is scaled to controls: 0 for no effect and ±100 for the full control effect
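Secreted IL-1B measured by AlphaLISA bead assay after 16 h compound exposure of THP-1 cells; compounds (final up to 57.5 uM) added 1 h before LPS (250 ng/mL) and ATP (1.25 mM) stimulation; lower signal means less secretion.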
Numbers without * were called inactive; [ ] = remark or other dose. Unless noted, calls follow the shape of the dose curve; as a rule, active = well fitted curve in the direction sought with a large enough effect; inconclusive = small, poorly fitted or top-dose-only effect, or another doubt; inactive = no such curve, though single readings can be large; an effect the other way counts as inactive or inconclusive.

How did CCN(CC(=O)Nc1c(F)cccc1F)C(=O)c1ccc2c(c1)S(=O)(=O)N=C1CCCCCN12 do in these assays?
HT1080NT lethal: 0.4%; SW480 rereplic: -3.8%; HEK293 tox: 19.7%; D3 ag: 2.5; HT1080 IDH1KD tx: 14.7%; KB-3-1 tox: 18.9%; MCF10A rerep: -2.7%; KB-V1 MDR tox: 2.8%; IL-1B inflam inh: 11.8

What do the screens show for `Cc1ccc(Cn2nc(C)c(NC(=O)c3cc(-c4ccco4)on3)c2C)cc1`?
HT1080NT lethal: -2.0%; SW480 rereplic: 1.7%; HEK293 tox: -22.5%; D3 ag: -9.0; HT1080 IDH1KD tx: inconclusive; KB-3-1 tox: inconclusive; MCF10A rerep: inconclusive; KB-V1 MDR tox: 0.0%; IL-1B inflam inh: 7.8

How did Cc1ccc2c(CN3CCOCC3)cc(=O)oc2c1C do in these assays?
HT1080NT lethal: 0.3%; SW480 rereplic: -11.2%; HEK293 tox: 0.3%; D3 ag: 4.7; HT1080 IDH1KD tx: 5.8%; KB-3-1 tox: 5.8%; MCF10A rerep: -8.8%; KB-V1 MDR tox: -1.0%; IL-1B inflam inh: 4.6

What do the screens show for `NS(=O)(=O)c1ccc(NC(=O)COC(=O)CCc2c[nH]c3ccccc23)cc1`?
HT1080NT lethal: 5.4%; SW480 rereplic: -3.7%; HEK293 tox: 1.0%; D3 ag: 9.3; HT1080 IDH1KD tx: -0.5%; KB-3-1 tox: -2.0%; MCF10A rerep: 13.3%[9.22 µM]; KB-V1 MDR tox: 19.4%; IL-1B inflam inh: 0.0

Results for COC(=O)CSc1nnc(-c2ccc(S(=O)(=O)NCc3ccccc3Cl)cc2)o1 ?
HT1080NT lethal: -5.3%; SW480 rereplic: -6.0%; HEK293 tox: -4.0%; D3 ag: 1.6; HT1080 IDH1KD tx: 1.1%; KB-3-1 tox: -1.3%; MCF10A rerep: -1.8%; KB-V1 MDR tox: 14.5%; IL-1B inflam inh: -26.6

How did CCc1noc(C)c1C(=O)OCC(=O)Nc1nc(-c2ccc(F)c(F)c2)cs1 do in these assays?
HT1080NT lethal: -12.6%; SW480 rereplic: 4.2%; HEK293 tox: inconclusive; D3 ag: 28.9; HT1080 IDH1KD tx: 2.1%; KB-3-1 tox: -11.1%; MCF10A rerep: 4.6%; KB-V1 MDR tox: 2.91µM*; IL-1B inflam inh: -79.8*

What do the screens show for `O=C(CCC1CCCN(C(=O)c2ccc3c(c2)OCO3)C1)NCc1ccc(F)c(F)c1` (stereo unspecified)?
HT1080NT lethal: 1.0%; SW480 rereplic: -5.7%; HEK293 tox: 5.8%; D3 ag: -1.6; HT1080 IDH1KD tx: 0.0%; KB-3-1 tox: 8.1%; MCF10A rerep: 6.4%; KB-V1 MDR tox: -29.9%; IL-1B inflam inh: 8.2

What do the screens show for `Cc1c(Cl)cccc1NC(=S)Nc1ccc2[nH]c(=O)[nH]c2c1`?
HT1080NT lethal: -0.7%; SW480 rereplic: -12.7%; HEK293 tox: -4.2%; D3 ag: -8.5; HT1080 IDH1KD tx: -0.3%; KB-3-1 tox: -8.6%; MCF10A rerep: 2.3%; KB-V1 MDR tox: 3.6%; IL-1B inflam inh: inconclusive

What do the screens show for `Cc1nn(Cc2ccc(F)cc2)c(Cl)c1/C=N/NC(=O)c1cccnc1`?
HT1080NT lethal: -10.4%; SW480 rereplic: -6.0%; HEK293 tox: 6.1%; D3 ag: 0.5; HT1080 IDH1KD tx: -14.5%; KB-3-1 tox: 5.0%; MCF10A rerep: 2.9%; KB-V1 MDR tox: 7.4%; IL-1B inflam inh: 6.2

What do the screens show for `O=C(CN1CC(=O)Oc2ccccc21)OCC(=O)c1ccc(F)cc1`?
HT1080NT lethal: 0.0%; SW480 rereplic: 17.8%; HEK293 tox: -1.8%; D3 ag: 2.1; HT1080 IDH1KD tx: -9.9%; KB-3-1 tox: -2.3%; MCF10A rerep: inconclusive; KB-V1 MDR tox: -0.2%; IL-1B inflam inh: 46.6

Results for CCCCCCCCC(c1nc2ccccc2[nH]1)N1CCN=C1c1cc2ccccc2[nH]1 (stereo unspecified) ?
HT1080NT lethal: inconclusive; HEK293 tox: inconclusive; D3 ag: -10.3; HT1080 IDH1KD tx: inconclusive; KB-3-1 tox: inconclusive; KB-V1 MDR tox: inconclusive; IL-1B inflam inh: -66.3*

Results for c1ccc(-c2cc(CSc3nc4ccccc4[nH]3)on2)cc1 ?
HT1080NT lethal: -17.0%; SW480 rereplic: -5.2%; HEK293 tox: 2.2%; D3 ag: 10.6; HT1080 IDH1KD tx: -16.4%; KB-3-1 tox: -22.0%; MCF10A rerep: inconclusive; KB-V1 MDR tox: inconclusive; IL-1B inflam inh: 49.9

What do the screens show for `Cc1cccc(N(CC(=O)N=Nc2c(O)[nH]c3ccccc23)S(C)(=O)=O)c1C`?
HT1080NT lethal: -1.5%; SW480 rereplic: -0.5%; HEK293 tox: -14.6%; D3 ag: 12.7; HT1080 IDH1KD tx: -4.4%; KB-3-1 tox: inconclusive; MCF10A rerep: 11.1%; KB-V1 MDR tox: 0.1%; IL-1B inflam inh: 19.5

How did CNC(=S)Nc1sc2c(c1C(=O)OC)CCC2 do in these assays?
HT1080NT lethal: -22.1%; SW480 rereplic: -2.4%; HEK293 tox: -12.6%; D3 ag: 3.3; HT1080 IDH1KD tx: -13.4%; KB-3-1 tox: 16.2%; MCF10A rerep: -10.7%; KB-V1 MDR tox: 21.5%; IL-1B inflam inh: 31.2

Results for O=C(Cn1cnc2ccccc2c1=O)NCCC(=O)N1CCN(c2ccccc2)CC1 ?
HT1080NT lethal: 0.5%; SW480 rereplic: -1.0%; HEK293 tox: -20.5%; D3 ag: -11.6; HT1080 IDH1KD tx: 4.8%; KB-3-1 tox: 10.5%; MCF10A rerep: 0.0%; KB-V1 MDR tox: inconclusive; IL-1B inflam inh: 8.5

How did CC1CCCC(NC(=O)COC(=O)c2cc(=O)[nH]c3ccccc23)C1C (stereo unspecified) do in these assays?
HT1080NT lethal: 1.3%; SW480 rereplic: -15.9%; HEK293 tox: 8.6%; D3 ag: 0.5; HT1080 IDH1KD tx: 2.0%; KB-3-1 tox: -0.7%; MCF10A rerep: -8.1%; KB-V1 MDR tox: 12.2%; IL-1B inflam inh: -0.8

Results for CCOC(=O)CSc1nc2c(sc(=S)n2Cc2ccco2)c(=O)n1-c1ccc(F)cc1 ?
HT1080NT lethal: -5.1%; SW480 rereplic: 1.0%; HEK293 tox: 0.8%; D3 ag: -30.2; HT1080 IDH1KD tx: -8.1%; KB-3-1 tox: -1.3%; MCF10A rerep: inconclusive; KB-V1 MDR tox: -7.3%; IL-1B inflam inh: 13.8

What do the screens show for `NC1=NC[C@@H](Cc2ccc(O)cc2)N1CCCCC1CCCCC1`?
HT1080NT lethal: -21.2%; SW480 rereplic: -0.7%; HEK293 tox: 4.5%; D3 ag: 6.1; HT1080 IDH1KD tx: -27.0%; KB-3-1 tox: inconclusive; MCF10A rerep: 2.0%; KB-V1 MDR tox: inconclusive; IL-1B inflam inh: inconclusive

What do the screens show for `Cc1cccc(N(C)C(=O)c2cc3c(=O)oc4ccc(C)cc4c3s2)c1`?
HEK293 tox: 0.1%; D3 ag: 2.5; KB-3-1 tox: 7.6%; KB-V1 MDR tox: 3.2%

How did COc1ccc(NC(=O)CN(Cc2ccco2)Cc2ccco2)cc1S(=O)(=O)N1CCCCC1 do in these assays?
HT1080NT lethal: -7.0%; SW480 rereplic: -20.7%; HEK293 tox: -3.6%; D3 ag: -19.1; HT1080 IDH1KD tx: -0.7%; KB-3-1 tox: inconclusive; MCF10A rerep: 16.0%; KB-V1 MDR tox: -9.4%; IL-1B inflam inh: -18.7

What do the screens show for `Cc1ccc(NC(=S)NC2CCCC2)cc1C`?
HT1080NT lethal: 11.6%; SW480 rereplic: 1.1%; HEK293 tox: inconclusive; D3 ag: 2.6; HT1080 IDH1KD tx: 8.2%; KB-3-1 tox: 6.0%; MCF10A rerep: -0.7%; KB-V1 MDR tox: 12.8%; IL-1B inflam inh: 5.9

How did CCO[C@H]1OC(C(=O)N2CCCCCCC2)=C[C@@H](c2csc3ccccc23)[C@@H]1CCCO do in these assays?
HT1080NT lethal: -9.8%; SW480 rereplic: 10.5%[9.22 µM]; HEK293 tox: 2.5%; D3 ag: -13.4; HT1080 IDH1KD tx: -13.0%; KB-3-1 tox: 17.0%; MCF10A rerep: inconclusive; KB-V1 MDR tox: 6.2%; IL-1B inflam inh: -9.6

How did COc1ccc(Cl)cc1-c1cc(C(=O)N[C@H](C)c2ccccc2)[nH]n1 do in these assays?
HT1080NT lethal: inconclusive; HEK293 tox: 1.3%; D3 ag: -12.1; HT1080 IDH1KD tx: 12.1%; KB-3-1 tox: 0.0%; KB-V1 MDR tox: -0.9%; IL-1B inflam inh: -22.5

Results for Cc1cc(S(=O)(=O)Nc2noc3ccccc23)ccc1F ?
HT1080NT lethal: -4.9%; SW480 rereplic: -12.3%; HEK293 tox: 0.1%; D3 ag: -5.6; HT1080 IDH1KD tx: -1.0%; KB-3-1 tox: 19.7%; MCF10A rerep: 6.2%; KB-V1 MDR tox: inconclusive; IL-1B inflam inh: -1.8

What do the screens show for `COc1ccc(-c2noc(CN(C)S(=O)(=O)c3c(C)cc(C)cc3C)n2)cc1OC`?
HEK293 tox: -2.2%; D3 ag: 18.9; KB-3-1 tox: -12.3%; KB-V1 MDR tox: inconclusive
